From PubChem BioAssay
mHTT CaM bind = inhibitors of human mutant huntingtin-calmodulin interaction; P42858; AID 1671202; AlphaScreen His-mHTT/GST-CaM binding, luminescence; inhibition, % at 15 µM; hit rate 3.6% among 190,000;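 further: 0% = both proteins with DMSO and 100% = one protein alone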
Pf apPOL inh = Pf-apPOL DNA polymerase inhibition; Recombinant Pf-apPOL, molecular beacon fluorescence, 1.5 h; inhibition, % at 10 µM; hit rate 0.25% among 210,000; AID 1794808
An asterisk follows results filed as active; i = inactive; nt = not tested or not shown; & = joins results of further samples; ! = a repeat was not active. No stated cut-off is given here; in the data, active means inhibition above about 50%; inactive means the rest.

1: COc1ccc(-c2csc(NC(C)=O)n2)cc1Br
2: CC1(C)Oc2ccc(NC(=O)CCC3CCCC3)cc2O1
3: Cc1ccc(NC(=O)c2c(O)c3cccnc3n(-c3ccc(F)cc3)c2=O)cc1
4: CCn1nccc1C(=O)N1CCCC(Nc2ncnc3c2CCC3)C1 (stereo not drawn)
5: C=CCc1cc(/C=C2\C(=O)NC(=O)N(c3ccc4c(c3)OCO4)C2=O)cc(OCC)c1O
6: O=C1NC(c2cccc(F)c2)Nc2sc3c(c21)CCC3 (stereo not drawn)

assay / entry	1	2	3	4	5	6
mHTT CaM bind	5	5&10	-5	-12	20	13
Pf apPOL inh	0	-5&-1	-3	-2	7	2

One compound at a time, from the list above. Screens in order: mHTT CaM bind	Pf apPOL inh
Profile of COc1ccc(-c2csc(NC(C)=O)n2)cc1Br : 5	0
Profile of C=CCc1cc(/C=C2\C(=O)NC(=O)N(c3ccc4c(c3)OCO4)C2=O)cc(OCC)c1O : 20	7
Profile of CCn1nccc1C(=O)N1CCCC(Nc2ncnc3c2CCC3)C1 (stereo not drawn) : -12	-2
Profile of CC1(C)Oc2ccc(NC(=O)CCC3CCCC3)cc2O1 : 5&10	-5&-1
Profile of Cc1ccc(NC(=O)c2c(O)c3cccnc3n(-c3ccc(F)cc3)c2=O)cc1 : -5	-3

Continued:
7: COc1ccccc1S(=O)(=O)NCCc1ccsc1
8: CC1CCN(C(=O)C2CCCN(S(=O)(=O)c3ccc(Br)s3)C2)CC1 (stereo not drawn)
9: CCc1nnc(NS(=O)(=O)c2ccc(NC(=O)c3ccc(OC)c(OC)c3)cc2)s1
10: CCCC12CN3CC(CCC)(CN(C1)C3c1cccc([N+](=O)[O-])c1)C2=O (stereo not drawn)
11: Cc1cc(Cl)ccc1N1CCC(C(=O)NCc2ccc3c(c2)OCO3)C1=O (stereo not drawn)
12: COc1ccc(CCNc2nc(SCC(=O)NCc3ccco3)nc3ccccc23)cc1OC

assay / entry	7	8	9	10	11	12
mHTT CaM bind	-10	-5	-2	-8	1	22
Pf apPOL inh	-8	-4	0	0	1	-5

13: Cc1ccc(C(=O)N2CCC(COc3ccc(C(=O)N4CCCCC4)cc3)CC2)s1
14: CC(C)CNC(=O)C1CCc2nc(N3CCCCC3)ncc2C1 (stereo not drawn)
15: O=C(NCc1ccc2c(c1)OCO2)C1CCCN(c2nc3nc[nH]c(=O)c3s2)C1 (stereo not drawn)
16: O=C(NCCc1ccccc1)C1CCN(S(=O)(=O)c2ccc(F)cc2)CC1
17: Cn1nc(-c2nc(-c3ccccc3)no2)c2c1CCN(C(=O)C(C)(C)C)C2
18: CC(=O)N1CC(C(=O)NCc2cccnc2)CCC1c1ccccc1 (stereo not drawn)

assay / entry	13	14	15	16	17	18
mHTT CaM bind	-3	-9	-3	6	5	0
Pf apPOL inh	-5	-1	-2	-5	-1	-1

19: O=C1CSC(c2cccc(Br)c2)N1c1ccc(Br)cc1 (stereo not drawn)
20: N#CCOc1ccc2c(c1)OC(=Cc1cc(Br)cc3c1OCOC3)C2=O
21: Cn1cc(C(NS(=O)(=O)c2ccc(Cl)cc2)C(Cl)(Cl)Cl)c2ccccc21 (stereo not drawn)
22: O=C(Nc1ccccc1)C1CC(=O)N(C2CCCCC2)C1 (stereo not drawn)
23: Cc1nc(SCc2ccc(C(F)(F)F)cc2)[nH]c(=O)c1Oc1cccc(C(F)(F)F)c1
24: Oc1ccc(/C=N/NC(=S)S)cc1

assay / entry	19	20	21	22	23	24
mHTT CaM bind	-22	-6	77*	-3	nt	i
Pf apPOL inh	-3	-1	-2	-14	-5	nt

Along the list, quoted from above:
Compounds 19–23 in Pf apPOL inh, in turn: -3, -1, -2, -14, -5

Returning to the listing, starting 4 compounds before the break.
21: Cn1cc(C(NS(=O)(=O)c2ccc(Cl)cc2)C(Cl)(Cl)Cl)c2ccccc21 (stereo not drawn)
22: O=C(Nc1ccccc1)C1CC(=O)N(C2CCCCC2)C1 (stereo not drawn)
23: Cc1nc(SCc2ccc(C(F)(F)F)cc2)[nH]c(=O)c1Oc1cccc(C(F)(F)F)c1
24: Oc1ccc(/C=N/NC(=S)S)cc1
25: CC(=O)Nc1ccccc1OCCN(Cc1ccccc1)C(=O)c1ccc(Cl)cc1
26: Cc1cc(NC(=O)C(=O)NCC2CCCO2)ccc1Br (stereo not drawn)
27: Cc1ccc2cc3cc(C(=O)N(C)Cc4ccccc4)oc3nc2c1
28: OCCN(Cc1ccccc1)Cc1ccccc1Cl
29: O=c1ccc(-c2ccc(F)cc2)nn1CCc1nc(-c2ccc(F)cc2)no1
30: COc1ccccc1Nc1nnc(CC(=O)N2CCN(c3cccc(C)c3C)CC2)s1

assay / entry	21	22	23	24	25	26	27	28	29	30
mHTT CaM bind	77*	-3	nt	i	nt	-7	-11	-29	70*	11
Pf apPOL inh	-2	-14	-5	nt	-9	3	1	3	-5	10

31: COc1ccc(N=C2NC(=O)/C(=C/c3ccc(OCC(C)C)cc3)S2)cc1
32: Fc1ccccc1CN1CCCC(c2nncn2Cc2ccccc2)C1 (stereo not drawn)
33: N#CC(=C1SCCS1)c1ccc([N+](=O)[O-])cc1
34: O=C1OC(/C=C/c2cccc([N+](=O)[O-])c2)=NC/1=C\c1cccc(F)c1
35: C=CCn1c(=O)c2c(ncn2Cc2cccc(C)c2)n(-c2ccccc2C)c1=O
36: CN(C)c1cc(N2CCCC(NC(=O)c3cccn3C)C2)ncn1 (stereo not drawn)

assay / entry	31	32	33	34	35	36
mHTT CaM bind	17	5	nt	8	29	-5
Pf apPOL inh	-3	4	-10	-4	-2	0

37: NC1=NC(=O)/C(=C/c2cc3ccccc3nc2N2CCCCC2)S1
38: O=S(=O)(Nc1cccc(O)c1)c1ccc(-c2ccccc2)cc1
39: O=C(NCc1ccco1)c1cccc(Cl)c1Cl
40: N#CC(=Cc1ccc(C(F)(F)F)cc1)c1cccs1
41: Cc1ccc2oc(-c3ccc(NC(=O)c4ccccc4Cl)cc3O)nc2c1
42: CC(=O)Nc1ccc(NC(=O)c2ccc(Cl)cc2Cl)cc1

assay / entry	37	38	39	40	41	42
mHTT CaM bind	10	20	-11	nt	25	-9
Pf apPOL inh	7	0	-4	5	-10	-8

43: Cc1ccccc1CC(=O)N1CCC(c2nc(CNC(=O)C(C)C)cs2)CC1
44: Cc1cc(C(=O)Nc2ccc(F)c(Cl)c2)ccc1[N+](=O)[O-]
45: COc1ccc(CNC(=O)NC2(C(F)(F)F)Oc3ccccc3O2)cc1
46: COc1ccc(C(C)NC(=O)C2CCN(c3cncnc3N3CCCC3)CC2)cc1OC (stereo not drawn)
47: Oc1ccc(O)c([S+]2CCCCC2)c1
48: COc1ccc(C2NC(=O)NC(C)=C2C(=O)Nc2ccc(F)c(F)c2)cc1OC (stereo not drawn)
49: COc1ccc(NC(=O)C(C)Oc2ccc(Oc3ccc(C(F)(F)F)cc3)cc2)cc1 (stereo not drawn)
50: O=C(Nc1ccc(F)c(Cl)c1)c1cc(I)ccc1Cl

assay / entry	43	44	45	46	47	48	49	50
mHTT CaM bind	7	-2	5	12	38	-1&-1	nt	-21
Pf apPOL inh	2	-4	6	0	0	65*!	-11	-2
